Screening data (PubChem BioAssay)
Myeloid diff 2: compounds promoting myeloid differentiation; ER-HoxA9 myeloid progenitors, lysozyme-GFP differentiation, flow cytometry; calls only at 10 µM; 360,000 tested, 1% active;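 active = normalized GFP-positive differentiation at or above the plate's own cutoff, the solvent-only control mean plus 3 SD; inconclusive = no clear call, values can overlap the other calls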;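 note: cells exposed to compound for four days before flow analysis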
Myeloid diff 2 GFP+ MAC1+ %: also measured in Myeloid diff 2; calls as there; GFP+ MAC1+ double positive, %; measured here: differentiation confirmed by MAC1 staining
The depositor's hits bear a star; i = inactive; u = inconclusive; x = no result given; + = active, no number.

SMILES | Myeloid diff 2 | Myeloid diff 2 GFP+ MAC1+ %
CCc1noc(C)c1C(=O)Nc1cc(S(=O)(=O)N2CCOCC2)ccc1OCC(F)(F)F | i | 0.8
O=C(OCCOCn1cc(Br)c(=O)[nH]c1=O)c1ccccc1 | i | 0.3
CCc1nc(N2CCN(S(=O)(=O)c3ccc(Br)cc3)CC2)c2c(C)c(C)sc2n1 | i | 5.0
COc1cc(OC)cc(C(=O)NC(C(=O)NNC(=O)c2ccc(C)cc2)C(C)C)c1 (configuration not stated) | i | 1.3
COc1cc(S(=O)(=O)Nc2ccc3nc(C)sc3c2)ccc1NC(C)=O | i | 0.7
COC(=O)[C@]1(C)N[C@H](CN(C)S(=O)(=O)c2ccc(F)cc2)[C@@H]2C(=O)N(Cc3ccccc3)C(=O)[C@@H]21 | i | 2.1
COc1cc2cnc(-c3ccccc3)cc2cc1OC | i | 0.5
CC1(C)COC(c2cc3c(cc2Br)OCO3)OC1 | i | 0.8
Cc1ccc(NC(=O)CN(C)C(=O)CNC(=O)c2cccs2)cc1 | i | 0.3
CNc1cncc(-c2ccc(C)cc2)n1 | i | 0.7
COc1cccc(/C=C/C(=O)OCC(=O)NCc2ccc3c(c2)OCO3)c1 | i | 0.8
CC1(C2CC2)NC(=O)N(CC(=O)Nc2ccccc2F)C1=O (configuration not stated) | i | 1.5
CC[C@@]1(c2ccccc2OC)ON(c2ccccc2C(F)(F)F)C1=O | i | 0.0
Cc1ccccc1NC(=O)C1=CC=CN2CCS(=O)(=O)N=C12 | i | 0.9
Cc1ccc(S(=O)(=O)N(C)c2ccc(C(=O)NCC(c3ccccc3)N3CCCC3)cc2)cc1 (configuration not stated) | i | 1.0
Cc1nnc(NC(=O)c2ccc(S(=O)(=O)N3CCCCC3)cc2)s1 | i | 1.4
CN(Cc1cccc(F)c1)C(=O)CN1C(=O)NC2(CCc3ccccc32)C1=O (configuration not stated) | i | 0.5
C=C1C(=O)C2=CC1CCC(=O)C1(C)CCC(OC(C)=O)C(C)(C)C1CC2O (configuration not stated) | u | x
CCOC1=C2[C@H](c3ccccc3)N(S(=O)(=O)c3ccc(C)cc3)C(C(C)(C)C)[C@H]2n2c(=O)n(-c3ccccc3)c(=O)n2C1 (some centres not stated) | i | 1.1
CCCOc1ccc(C2/C(=C(/O)c3ccccc3)C(=O)C(=O)N2CCCN(C)C)cc1OC (configuration not stated) | i | 1.3
CCN(CC)C(=O)C1=C(C)N(Cc2ccc(OC)cc2)C(=O)C(CC(=O)NCc2cccs2)C1 (configuration not stated) | i | 0.8
Cc1ccc(NC(=O)C2CCN(S(=O)(=O)c3ccc4ccccc4c3)CC2)nc1 | i | 0.4
COc1ccc2c(=O)c3c(=O)n(Cc4ccccc4)c(C(C)C)nc3oc2c1 | i | 0.6
CCN1C(=O)[C@H]2[C@@H](c3ccc(-c4ccccc4)cc3)N3CCC[C@@]3(C(=O)OC)[C@H]2C1=O | i | 2.2
CC1(c2ccc([N+](=O)[O-])cc2)NC(=O)N(CC(=O)Nc2ccc(N3CCCCC3)cc2)C1=O (configuration not stated) | + | 1.9*
CCN(C(=O)COC(=O)/C=C/c1ccc2c(c1)OCO2)c1c(N)n(Cc2ccccc2)c(=O)[nH]c1=O | i | 1.3
COc1ccc(S(=O)(=O)N2CCCCC2)cc1NC(=O)C1CC(=O)N(c2ccc3c(c2)OCCO3)C1 (configuration not stated) | i | 1.2
Cc1ccc(S(=O)(=O)N(CC(=O)Nc2cccc(C(F)(F)F)c2)C(=O)N2CCN(C)CC2)cc1 | i | 0.7
Cc1cccc(S(=O)(=O)N(C)C[C@@H]2OCc3cnnn3CCCC(=O)N([C@H](C)CO)C[C@@H]2C)c1 | i | 0.6
CC1(C(=O)Nc2ccc(F)cc2F)CCN1C(=O)Cc1ccc(Cl)cc1Cl (configuration not stated) | i | 0.5
Cc1sc2nc(SCC(=O)Nc3cccc(S(N)(=O)=O)c3)[nH]c(=O)c2c1C | i | 0.3
COc1ccc(-c2cc3nc(NCCNC(C)=O)n(C)c(=O)c3s2)c(C)c1 | i | 1.0
Cc1ccc(NC(=O)C(C)OC(=O)COc2cccc(C(F)(F)F)c2)cc1 (configuration not stated) | i | 0.5
Cc1cccc(C)c1NC(=O)CN(C)C(=O)[C@H](C)NC(=O)c1ccco1 | i | 1.6
CCOc1ccc2[nH]cc(C(=O)N3CCN(C4CCCCC4)CC3)c(=O)c2c1 | i | 5.2
COc1ccc([C@H]2CC(=O)C=C(c3cccc(OC)c3)C2)cc1 | i | 1.8
CSCCC(NC(=O)c1ccccc1Cl)C(=O)NCCOc1ccc(C)cc1 (configuration not stated) | i | 0.2
CCOC(=O)C1(C)CCN1C(=O)c1ccccc1OC (configuration not stated) | i | 1.2
CC1(C)CC2C1CCC1(O)CC2(C)CCC1N(O)c1ccc(C(=O)NCCO)cn1 (configuration not stated) | i | 0.8
COCC(=O)N(C)C[C@H]1N[C@@](C)(C(=O)OC)[C@H]2C(=O)N(Cc3ccccc3)C(=O)[C@@H]12 | i | 1.6

A second format for part of the listing above.
> CCOC(=O)C1(C)CCN1C(=O)c1ccccc1OC (configuration not stated)
  Myeloid diff 2 = i
  Myeloid diff 2 GFP+ MAC1+ % = 1.2
> CC1(C)CC2C1CCC1(O)CC2(C)CCC1N(O)c1ccc(C(=O)NCCO)cn1 (configuration not stated)
  Myeloid diff 2 = i
  Myeloid diff 2 GFP+ MAC1+ % = 0.8

(list continues)
SMILES | Myeloid diff 2 | Myeloid diff 2 GFP+ MAC1+ %
CCCCc1c(-c2ccccc2F)ncn1CCc1ccccc1OC | i | 1.1
O=C(COC(=O)c1cccnc1Cl)NC1CCCc2ccccc21 (configuration not stated) | i | 0.2
COc1ccccc1-c1cc(NC=O)c2ncc(-c3cccc(C(C)=O)c3)n2c1 | u | x
CS(=O)(=O)c1ccc(NS(=O)(=O)c2ccc(Cl)c(C(=O)NC3=NCCS3)c2)cc1 | i | 1.1
COC(=O)[C@@]12CCCCN1[C@H](c1ccc(-c3ccccc3)cc1)[C@H]1C(=O)N(C)C(=O)[C@H]12 | i | 1.4
Nc1ccccc1N1C(=O)c2cccc3cccc(c23)C1=O | i | 0.6
O=C(O)CCC1(C(=O)O)CCC(=O)c2ccccc21 (configuration not stated) | i | 0.4
O=C(OCc1ccccc1)N1CCC2CC1c1ccc(Cl)cc12 (configuration not stated) | + | 0.8*
Clc1ccc2c(SCC3CO3)c3ccccc3nc2c1 (configuration not stated) | i | 1.2
COc1ccc(S(=O)(=O)Nc2ccc3c(c2)N(C(C)=O)CCC3)cc1 | i | 1.0
COc1ccc(C)cc1NC(=O)CSc1cccc[n+]1[O-] | i | 0.5
CCCCCCCCCc1conc1C(=O)/C=C/c1oc2c(c1C)CCC(C)C2 (configuration not stated) | i | 4.0
CC(C)NC[C@H](O)COc1ccc(CC(N)=O)cc1 | i | 1.3
COc1ccc(CN2C(=O)c3ccccc3C2c2nnnn2-c2ccc3c(c2)OCCO3)cc1 (configuration not stated) | i | 0.7
CCCCn1c(N)c(N(CCOC)C(=O)COC(=O)C(C)Oc2ccc(Cl)cc2)c(=O)[nH]c1=O (configuration not stated) | i | 1.3
O=C(CCC(=O)c1ccc(F)cc1)NCC1(N2CCCCC2)CCCCC1 | i | 0.3
Cc1ccc(C(C)C)c(OCC(=O)N2CCN(c3ncccn3)CC2)c1 | i | 0.4
CN(C)c1ccc(-c2csc(C(C)(O)c3ccccc3)n2)cc1 (configuration not stated) | i | 0.9
Cc1cn(CC(=O)NCC2CCCO2)c(=O)[nH]c1=O (configuration not stated) | i | 0.7
Cc1ccc(C(C)C)c(OCC(=O)OCC(=O)c2c(N)n(C)c(=O)n(C)c2=O)c1 | i | 0.6

Compound profiles, from the list above. Values in the order: Myeloid diff 2	Myeloid diff 2 GFP+ MAC1+ %
CCCCCCCCCc1conc1C(=O)/C=C/c1oc2c(c1C)CCC(C)C2 (configuration not stated) across the screens: i	4.0
Cc1ccc(C(C)C)c(OCC(=O)OCC(=O)c2c(N)n(C)c(=O)n(C)c2=O)c1 across the screens: i	0.6
COc1ccc(CN2C(=O)c3ccccc3C2c2nnnn2-c2ccc3c(c2)OCCO3)cc1 (configuration not stated) across the screens: i	0.7

Some of these compounds in order of the Myeloid diff 2 GFP+ MAC1+ % value, rising.
Structure | Myeloid diff 2 GFP+ MAC1+ %
O=C(CCC(=O)c1ccc(F)cc1)NCC1(N2CCCCC2)CCCCC1 | 0.3
Cc1ccc(C(C)C)c(OCC(=O)N2CCN(c3ncccn3)CC2)c1 | 0.4
COc1ccc(C)cc1NC(=O)CSc1cccc[n+]1[O-] | 0.5
Cc1ccc(C(C)C)c(OCC(=O)OCC(=O)c2c(N)n(C)c(=O)n(C)c2=O)c1 | 0.6
CCCCn1c(N)c(N(CCOC)C(=O)COC(=O)C(C)Oc2ccc(Cl)cc2)c(=O)[nH]c1=O (configuration not stated) | 1.3

Other structures follow.
SMILES | Myeloid diff 2 | Myeloid diff 2 GFP+ MAC1+ %
CC(=O)Nc1ccc(C(=O)N2CCN(S(=O)(=O)c3ccc4c(c3)OCCCO4)CC2)cc1 | i | 0.9
Cc1cc(NC(=O)C(C)SCC(=O)Nc2cc(Cl)ccc2N2CCN(C)CC2)no1 (configuration not stated) | i | 1.0
CC(=O)Nc1ccc(NC(=O)COC(=O)Cn2cnc3ccccc32)cc1 | i | 1.8
CCOC(=O)Nc1ccc(S(=O)(=O)N2CCC(c3nc4ccccc4[nH]3)CC2)cc1 | i | 0.2
Nc1[nH]n(-c2c(Cl)cc(Cl)cc2Cl)c(=O)c1N=Nc1ccc(S(=O)(=O)Nc2ncccn2)cc1 | i | 0.4
Cc1ccc(C(=O)OCC(=O)N2CCCc3ccccc32)cc1C | i | 1.0
CCCN(CC(=O)Nc1cc(Cl)ccc1Cl)C(=O)c1ccccn1 | i | 0.7
O=C(COc1coc(CN2CCc3ccccc32)cc1=O)N1CCCCC1 | i | 0.5
O=C(NCc1ccccc1)c1cc(C2COCCN2S(=O)(=O)c2ccccc2)on1 (configuration not stated) | i | 2.4
CN(CC(=O)Nc1ccc(OC(F)(F)F)cc1)C(=O)/C=C/c1cc2c(cc1[N+](=O)[O-])OCO2 | i | 1.0
Cc1cc(=O)[nH]c(NN=Cc2c(Cl)cccc2Cl)n1 | i | 1.1
COc1ccc2c(C)cc(=O)oc2c1 | i | 3.1
CCCn1c(SCC(=O)c2cc(C)n(-c3cc(C)on3)c2C)n[nH]c1=O | i | 0.4
CC(C)(C)NC(=O)[C@]1(C)CCC[C@@]2(C)C3CC[C@@]4(C)C[C@]3(CCC21)CC4=O (some centres not stated) | i | 0.9
O=C(CSc1nc2ccccc2c(=O)n1-c1ccccc1F)N1CCOCC1 | i | 0.5
Cc1ccc(S(=O)(=O)N(C)c2ccc(OC(=O)COc3ccccc3)cc2)cc1 | i | 0.8
CC(OC(=O)C1CC1C)C(=O)Nc1ccc(Cl)cn1 (configuration not stated) | i | 1.3
O=C(CN1C(=O)NC2(CCOc3ccccc32)C1=O)c1cccs1 (configuration not stated) | i | 13
O=C(C1CC(=O)N(c2ccccc2F)C1)N1CCOCC1 (configuration not stated) | i | 0.2
C=CC(=O)Nc1ccc(CN2C(=O)N(c3c(Cl)c(OC)cc(OC)c3Cl)Cc3cnc(NCCCCN(CC)CC)nc32)cc1 | i | 0.9
Cc1cc(C)c(C(=O)COC(=O)C2CCN(c3ccc(C(F)(F)F)cn3)CC2)cc1C | i | 1.3
Cc1ccccc1NC(=O)Cc1nc(COC(=O)c2nc(Cl)ccc2Cl)cs1 | i | 0.7
O=C(Nc1ccccn1)c1ccc(Cl)c(S(=O)(=O)N2CCCCCC2)c1 | i | 0.5
O=S(=O)(Nc1ccc(-c2ccc3nncn3n2)cc1)c1cccc(F)c1 | i | 0.4
CCN1C(=O)[C@H]2[C@H]3CN=C(SCc4ccccc4)N3[C@@](CC)(C(=O)OC)[C@H]2C1=O | i | 0.6
COc1cccc(C=C2Cc3ccccc3C2=O)c1 | i | 0.7
COc1cc(OC)cc(C2=Cc3ccccc3C(CC(C)=O)N2c2ccc(C#CC3(O)CCCCC3)cc2)c1 (configuration not stated) | i | 1.5
O=C(O)c1cccc2c1-c1ccc(Cl)cc1C2 | i | 0.5
COc1ccc(-c2cc(NC=O)c3ncc(-c4cccc(C(F)(F)F)c4)n3c2)c(OC)c1 | + | 3.7*
CC(C)Oc1cc(F)ccc1-c1cc(C(=O)Nc2cccc(C(F)(F)F)c2)[nH]n1 | i | 0.8
COc1ccc(C(CNC(=O)COc2ccccc2C)N2CCCCC2)cc1 (configuration not stated) | i | 0.5
CN(C)C1=NCCN1CCc1ccc(F)cc1 | i | 0.5
COc1ccccc1-c1ccc2c(c1)O[C@@H](CN(C)C(=O)c1ccncc1)[C@H](C)CN([C@@H](C)CO)S2(=O)=O | i | 0.1
Cc1ccc(C(=O)NCCc2ccccc2)cc1S(=O)(=O)N1CCOCC1 | i | 2.5
COc1ccc(Cc2c(-c3cccc(Cl)c3)nc3c(C)cc(Br)cn23)c(C)c1 | i | 1.0
COc1ccc(NC(=O)COC(=O)Cc2c[nH]c3ccccc23)cc1Cl | u | x
Cc1cccn2c(=O)c3cc(C(=O)N4CCCCC4C)sc3nc12 (configuration not stated) | i | 0.9
CCN(CC)S(=O)(=O)c1cc(NC(=O)CCc2c(C)noc2C)ccc1C | i | 1.1
Nc1ccc(N=Nc2ccccc2O)c(N)c1 | i | 1.3
Cc1ccc(C(=O)c2c3ccc([N+](=O)[O-])cc3[n+]([O-])n2CCCN)cc1 | u | x
Cc1ccccc1CSCC1Nc2ccc(C(=O)NCCc3ccccc3)cc2NC1=O (configuration not stated) | + | 4.6*
NC(c1ccccc1)c1csc(Nc2cc(Oc3ccccc3)ncn2)n1 (configuration not stated) | i | 1.1
Cc1ccc(Cl)c(OCC(=O)OC(C)C(=O)NC2CC2)c1 (configuration not stated) | i | 1.6
O=S(=O)(CCNCc1ccccc1)NC1CCCCC1 | i | 0.6
COC(=O)C1=C(C)N(CCCC(=O)O)C(=O)NC1c1ccccc1Cl (configuration not stated) | i | 1.5
C=CCOc1ccc2c3c(c(=O)oc2c1)CCCC3 | i | 0.6

Not all compounds are listed (hit frequency here may not be typical).
